Screening results deposited in PubChem by several laboratories.
M4 ag – CHRM4 agonism in calcium assay | CHO-K1 hM4/Gqi5, Fluo-8 calcium fluorescence; vehicle 0%, full acetylcholine response 100% | activation, % at 3 µM | 0.14% of 360,000 active | AID 624127;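 active = activation above the run mean over all test wells plus 3 SD, cut at about 32% in these data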;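 also: peak over basal fluorescence ratio per well then scaled between controls; 0% = DMSO wells and 100% = acetylcholine at EC100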
M4 PAM – CHRM4 positive allosteric modulation. P08173. CHO-K1 hM4/Gqi5, Fluo-8 calcium fluorescence, ACh EC20; 0% = ACh EC20, 100% = maximal ACh. activation, % at 3 µM. 0.4% of 360,000 active. AID 624126;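 active = activation above its plate's cutoff, the mean activation of sample wells plus 3 SD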; also: some results filed as inactive read as strong as hits
CHRM5 agonist – CHRM5 agonism in calcium assay | CHO-K1 hM5 cells, Fluo-8 calcium fluorescence; 0% DMSO wells, 100% maximal acetylcholine response | AID 624037 | activation, % at 3 µM | P08912 | 0.19% of 360,000 active;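 active = activation above the run's mean over test compounds plus 3 SD, cut at about 23% in these data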;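 also: signal is peak over basal fluorescence ratio across the kinetic read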
Target sequence (P08912 whole entry, looked up): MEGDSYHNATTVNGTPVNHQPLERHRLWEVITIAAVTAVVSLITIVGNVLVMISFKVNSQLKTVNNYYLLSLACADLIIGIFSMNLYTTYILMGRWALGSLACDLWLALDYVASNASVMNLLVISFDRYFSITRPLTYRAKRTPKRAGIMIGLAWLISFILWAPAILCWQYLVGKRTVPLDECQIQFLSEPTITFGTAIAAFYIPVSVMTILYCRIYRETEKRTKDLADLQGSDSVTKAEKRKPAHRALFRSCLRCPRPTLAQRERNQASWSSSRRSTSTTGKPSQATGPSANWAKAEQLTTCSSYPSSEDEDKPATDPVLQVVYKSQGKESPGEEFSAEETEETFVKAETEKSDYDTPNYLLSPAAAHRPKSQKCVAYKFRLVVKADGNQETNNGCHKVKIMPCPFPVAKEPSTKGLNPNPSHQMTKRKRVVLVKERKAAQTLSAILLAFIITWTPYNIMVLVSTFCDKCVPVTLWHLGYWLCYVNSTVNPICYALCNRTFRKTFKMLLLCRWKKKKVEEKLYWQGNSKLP
M5 antag – blocks acetylcholine activation of human M5 receptor. 0.59% of 360,000 active. CHO-hM5 cells, Fluo-8 calcium fluorescence, ACh EC80. inhibition, % at 3 µM;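 active = inhibition above a per-plate cutoff, the mean of that plate's test compounds plus 3 SD, cut at about 27% in these data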;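 also: 0% = acetylcholine EC80 with DMSO and 100% = DMSO without agonist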
CHRM1 PAM – positive allosteric modulators of human M1 muscarinic receptor; activation, % at 3 µM; 0.088% of 360,000 active; AID 588819; P11229; CHO-K1 hM1, Fluo-8 calcium fluorescence, ACh EC20; 0% = ACh EC20, 100% = maximal ACh; in the data active = activation above about 19%, passing the limit was not always enough
Target sequence (P11229 whole entry, looked up): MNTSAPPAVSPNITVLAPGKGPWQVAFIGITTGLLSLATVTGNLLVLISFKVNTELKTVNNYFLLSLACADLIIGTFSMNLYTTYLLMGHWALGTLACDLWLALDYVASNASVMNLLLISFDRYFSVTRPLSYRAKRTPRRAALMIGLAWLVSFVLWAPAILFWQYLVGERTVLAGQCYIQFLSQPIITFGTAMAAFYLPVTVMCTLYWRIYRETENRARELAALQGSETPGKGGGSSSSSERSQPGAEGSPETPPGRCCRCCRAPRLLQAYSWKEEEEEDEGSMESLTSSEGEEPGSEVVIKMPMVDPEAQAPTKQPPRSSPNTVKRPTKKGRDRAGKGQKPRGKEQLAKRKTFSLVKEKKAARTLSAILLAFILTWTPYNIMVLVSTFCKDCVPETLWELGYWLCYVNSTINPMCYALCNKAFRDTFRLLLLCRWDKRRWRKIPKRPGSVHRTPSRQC
CHRM4 antagonist – CHRM4 antagonism in calcium assay. AID 624125. 0.73% of 360,000 active. CHO-hM4 cells, ACh EC80, Fluo-8 calcium fluorescence. inhibition, % at 3 µM. P08173;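 active = inhibition above its plate's cutoff, the mean inhibition of sample wells plus 3 SD, cut at about 27% in these data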;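 also: 0% = acetylcholine EC80 with DMSO and 100% = DMSO without agonist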
CRFBP-R2 block – antagonists of CRF-binding protein/CRF-R2 receptor complex; HEK293 CRF-R2/CRF-BP, CRF-induced calcium fluorescence; inhibition, % at 11.8 µM; 0.59% of 350,000 active;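 active = inhibition of the ligand-induced calcium signal above about 50% at the single tested concentration, limit read from the data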
CHRM5 PAM – positive allosteric modulators of human muscarinic M5 receptor | CHO-K1 hM5, Fluo-8 calcium, ACh EC20 PAM; 0% = ACh EC20, 100% = ACh EC100 | activation, % at 3 µM | 0.3% of 360,000 active;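 active = activation above the run cutoff, the mean activation of all test compounds plus 3 SD, cut at about 18% in these data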
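System: CHO-K1 cell line with stable human muscarinic M5 receptor expression | Also added: EC20 acetylcholine as agonist stimulus | Compound: One concentration, 3 µM final (nominal) | Timing: Fluo-8 loading 80 min at 37 °C plus 30 min room temperature | Measured by: Fluo-8 calcium dye fluorescence, kinetic read | Read-out basis: % activation, ACh-normalized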
CRFBP-R2 agonist – agonists of human CRF-binding protein/CRF-R2 receptor complex | HEK293 CRF-R2/CRF-BP, calcium dye fluorescence (FLIPR); percent of saturating CRF peptide response | activation, % at 13.2 µM | 0.46% of 350,000 active;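 active = activation of at least 50%, plus an integration ratio under a set limit after plate pattern correction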;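 also: plate controls were neutral control wells without compound for no effect and CRF at EC100 for full effect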
An asterisk follows results filed as active; . = no result given. Compounds as they come; overall some 2.6% were active at least once.

SMILES | M4 ag | M4 PAM | CHRM5 agonist | M5 antag | CHRM1 PAM | CHRM4 antagonist | CRFBP-R2 block | CHRM5 PAM | CRFBP-R2 agonist
CCN(CC(=O)NCc1ccc(Cl)cc1)C(=O)c1cc2ccccc2o1 | 1.6 | -2.9 | -3.9 | 11.9 | -1.6 | 3.1 | 0.1 | -5.0 | 0.0
COc1ccccc1C(C)NC(=O)c1ccc(C)o1 (stereo not drawn) | 0.1 | 4.8 | -1.6 | 1.3 | 4.9 | -4.5 | -39.1 | -0.7 | 2.0
O=C(NCCCNC(=O)c1ccccc1Br)c1ccccc1Br | 1.6 | -0.7 | -0.1 | 3.1 | 0.1 | 5.8 | 22.1 | -1.7 | -0.4
CCCCNCc1cc(OC)c(OCC(N)=O)cc1Br | 0.5 | -2.0 | -2.8 | -0.8 | 8.0 | 1.2 | -0.3 | 1.4 | 0.7
c1cncc(-c2nc3ccccc3s2)c1 | 0.5 | 5.7 | -2.8 | 1.6 | 8.9 | 4.0 | 3.4 | 3.4 | -1.9
Cc1nc2nc3c(c(=O)n2[nH]1)CCCC3 | 0.1 | 0.6 | 0.8 | 0.7 | 0.9 | 7.5 | 1.8 | 1.0 | 0.5
CCCCn1c(SCC(=O)Nc2cc(C)on2)nc2cc(S(N)(=O)=O)ccc21 | -0.1 | 8.1 | 2.5 | -6.8 | 8.3 | -22.5 | -7.2 | 1.2 | -0.1
Cc1cc(C)n(-c2ccc(C(=O)OCn3nnc4ccccc4c3=O)cc2)n1 | 3.0 | -1.7 | -6.4 | 0.5 | -2.4 | -9.5 | 8.2 | -13.8 | -1.5
COc1ccccc1CNC(=O)CSc1nnc2c(Cl)cc(C(F)(F)F)cn12 | 1.2 | -2.9 | -0.1 | 1.1 | 9.3 | -6.5 | 1.2 | 2.3 | -2.4
Cn1c(=O)c(=O)n(C)c2cc(S(=O)(=O)N3CCCC3C(=O)NCc3cccnc3)ccc21 (stereo not drawn) | 1.0 | 1.6 | 0.0 | -3.5 | 8.6 | -4.5 | -28.8 | -0.8 | 1.0
Cc1cccc(S(=O)(=O)Nc2ccc(S(=O)(=O)Nc3nccs3)cc2)c1 | 0.7 | 1.6 | -0.3 | 12.4 | -0.9 | -3.9 | 7.2 | -6.2 | 0.1
CC(C)COC(=O)N(C)C[C@H]1OCc2cnnn2CCCC(=O)N([C@@H](C)CO)C[C@H]1C | 0.3 | 4.4 | -0.8 | 1.5 | 3.3 | -13.9 | 32.3 | -3.0 | -0.1
O=S(=O)(c1ccc(F)cc1)N1CN(Cc2ccco2)c2nc3ccccc3nc21 | 10.0 | 8.8 | 4.3 | -1.2 | 0.9 | 12.9 | -13.5 | -0.1 | 11.9
COc1c(C)cc(C(=O)C2CCCN(C(=O)c3cc(C)n(C)n3)C2)cc1C (stereo not drawn) | 5.1 | -2.9 | 0.6 | 16.0 | -0.1 | 6.0 | 7.2 | -4.4 | 0.3
Cc1ccc(/C=N/Nc2nncc(-c3ccccc3)n2)o1 | 8.7 | -8.9 | 0.3 | 13.8 | 3.5 | -7.1 | -6.8 | -8.6 | 0.8
Cn1c(=O)c(=O)n(C)c2cc(S(=O)(=O)CCC(=O)Nc3ccccc3C(F)(F)F)ccc21 | 0.1 | 2.1 | 1.7 | 9.4 | 12.1 | -14.1 | -10.1 | 5.2 | 1.7
COc1ccc(Cl)cc1NC(=O)NC1CCCCC1 | -1.1 | 4.1 | -6.6 | 13.0 | 3.6 | 7.7 | 27.7 | -10.0 | -2.6
COC(=O)C1=C(C)Nc2ncnn2C1c1ccccn1 (stereo not drawn) | 0.1 | -0.1 | 3.2 | -4.2 | 6.0 | -9.6 | -3.5 | 1.6 | 0.3
COc1ccc(N2CCN(Cc3nnc(-c4ccccc4)o3)CC2)cc1 | 9.4 | -9.4 | 1.9 | 0.3 | -5.3 | -10.4 | 18.3 | -10.1 | -0.6
COc1ccc(N2C[C@H](C)[C@@H](CC(=O)Nc3ccccc3)C2=O)cc1 | 8.0 | 6.3 | 6.5 | 3.9 | 5.1 | -18.8 | -1.9 | 1.2 | 15.0
CC(=O)Nc1ccc(NC(=O)c2c([N+](=O)[O-])cnn2C)cc1 | 1.0 | 7.8 | -3.9 | -2.8 | 10.0 | -20.7 | 0.5 | -0.3 | 2.6
Cc1cccc(CN2CCN(CC(=O)O)C2=O)c1 | 0.2 | -1.0 | -0.1 | 1.4 | 5.8 | 8.3 | -2.0 | 1.9 | -1.9
O=C(Nc1ccc2c(c1)OCCO2)C1c2ccccc2OCC(=O)N1CC(F)(F)F (stereo not drawn) | -0.5 | 6.0 | 0.4 | -2.0 | . | -11.1 | . | 0.5 | .
COc1cc(NC(=O)C/C(C)=N/NC(=O)c2ccccn2)c(OC)cc1Cl | 1.1 | 0.0 | -3.8 | 12.8 | 6.1 | -4.4 | 4.2 | -1.7 | -0.1
CN(Cc1nc2ccc(F)cc2[nH]1)C(=O)C1CCC(=O)N(C2CC2)C1 (stereo not drawn) | 0.8 | 1.1 | -2.1 | 2.6 | 0.1 | -16.9 | -6.2 | -3.6 | -1.4
O=C(NC1CCCCC1)C1CCN(C(=O)NCc2ccccc2)CC1 | 0.0 | 0.3 | -0.5 | 3.3 | 12.2 | 7.8 | 1.7 | 0.3 | -1.5
CC/C(=N\NC(=S)NC(C)C)c1ccc(OC)c(OC)c1 | 13.6 | -3.7 | -0.2 | 5.5 | 2.7 | -8.6 | -15.9 | -5.0 | 4.0
CC(=O)N1c2ccccc2C(=O)C1N1CCCCC1 (stereo not drawn) | 0.1 | 11.3 | -1.3 | -1.6 | 4.2 | -5.8 | -7.0 | 2.9 | -2.7
CCOc1ccc(S(=O)(=O)N(CC)CC(=O)N2CCCC2)cc1C | -0.9 | 0.1 | -6.3 | 9.1 | 10.4 | -5.1 | -7.4 | 6.0 | -0.4
CCOC(=O)n1c(=O)n(Cc2c(Cl)cccc2Cl)c2ccccc21 | -1.1 | -4.0 | -7.5 | -1.0 | -0.4 | 3.7 | -43.5 | -2.3 | 0.7
Cc1csc(NC(=O)C(C)Oc2ccc(Cl)cc2C)n1 (stereo not drawn) | -1.4 | 2.0 | -2.7 | 0.5 | 0.9 | -6.8 | -6.6 | -4.0 | 0.9
Oc1c(C(c2ccco2)N2CCC3(CC2)OCCO3)sc2ncnn12 (stereo not drawn) | 1.6 | 2.1 | 1.3 | 4.1 | 6.7 | -11.0 | 7.8 | -1.1 | -1.8
Cc1nn(CCc2nc(-c3ccco3)cs2)c2[nH]c(=O)cc(C(F)(F)F)c12 | 0.7 | 5.6 | 3.9 | -4.8 | 3.0 | -6.9 | -0.1 | -1.3 | 0.0
COc1cccc(NC(=O)CCc2c(C)nn(-c3ccc(N4CCOCC4)nn3)c2C)c1 | 4.4 | -0.5 | 2.9 | 5.3 | 6.1 | -3.4 | -9.0 | -0.6 | 1.6
COc1cc(S(=O)(=O)Nc2ccc(C(=O)NCC(=O)O)cc2)ccc1NC(C)=O | 0.9 | 13.5 | -0.2 | 1.6 | 6.5 | -6.2 | -0.8 | 6.4 | -3.9
Cc1ccsc1C(=O)NC(C)c1ccccc1 (stereo not drawn) | 0.1 | -5.9 | 0.5 | 8.7 | -1.0 | 9.3 | -2.9 | -1.0 | 1.3
CC(C)c1nnc(NC(=O)CCC(=O)NC2CCCCCCC2)s1 | 1.0 | 9.1 | 1.9 | -2.4 | 2.6 | -5.5 | -4.0 | -3.4 | 0.8
CCOC(=O)Cc1ncccc1C(=O)Nc1ccc(OC(F)(F)F)cc1 | 2.4 | 10.8 | 1.3 | -2.0 | 9.6 | -11.3 | 18.7 | 3.8 | -1.6
COc1ccc(OCC(=O)NNc2c3ccccc3nc3ccccc23)cc1 | 15.8 | -18.3 | 2.1 | 18.9 | -13.1 | 5.1 | -5.4 | -12.9 | -3.5
C[C@H]1O[C@@H](O[C@H]2CC[C@@]3(C)C(CC[C@]4(C)C3C=C[C@]35OC[C@@]6(CCC(C)(C)C[C@H]63)[C@@H](O)C[C@]54C)[C@]2(C)CO)[C@H](O)[C@@H](O[C@@H]2O[C@H](CO)[C@@H](O)[C@H](O)[C@H]2O)[C@H]1O (stereo partly drawn) | 0.5 | 0.5 | 8.8 | 2.6 | -12.0 | -6.0 | -45.9 | -22.0 | 87.0*
Cc1cccc(NC(=O)c2nnn(-c3cccc(C(F)(F)F)c3)c2N)c1 | 19.7 | -7.8 | 5.2 | 14.3 | -4.5 | -3.0 | -0.6 | -16.6 | 2.0
CN(C(=O)COC(=O)c1cc[n+]([O-])cc1)c1ccccc1 | -0.3 | 6.5 | -3.5 | -15.4 | 9.7 | -10.1 | 5.4 | 2.1 | -1.0
Cc1cc(=O)n2nc(N3CCCC3C(=O)NCCCN3CCCCC3)sc2n1 (stereo not drawn) | 0.0 | 3.2 | -0.1 | 13.1 | -2.9 | -5.9 | 6.0 | 19.5* | -2.5
CCOC(=O)C1=C2c3cc(OC)c(OC)cc3CC(C)(C)N2C(=O)C1=O | 0.9 | 5.9 | -6.1 | -5.0 | 6.8 | -11.7 | 23.7 | 3.4 | -2.8
CC(C)(CO)CNC(=O)CC1C(=O)NCCN1CC(c1ccccc1)c1ccccc1 (stereo not drawn) | 0.1 | -3.0 | -6.2 | 12.3 | 7.0 | 5.2 | 3.3 | 1.1 | -0.7
CC(=O)c1cccc(NC(=O)c2cc(C)nn2-c2ccccc2)c1 | 2.4 | -6.0 | -3.2 | 1.3 | 10.3 | 0.9 | 10.2 | -1.6 | -0.6
N/C(=N\c1nc2c(c(=O)[nH]1)CCC2)Nc1ccccc1C(F)(F)F | 0.5 | 4.1 | 0.7 | -0.5 | -0.3 | -3.1 | -36.0 | -1.2 | -1.2
Cc1c(Cl)cccc1NC(=S)NCC(C)C | 1.2 | -1.5 | -3.5 | 3.3 | -7.2 | -1.3 | 13.7 | 0.6 | -1.3
Cc1nn(-c2ccccc2)c(C)c1-c1nnc(-c2c(C)nn(-c3ccccc3)c2C)o1 | 1.6 | -7.4 | 5.5 | 1.2 | 15.8 | -4.1 | 22.5 | -5.6 | 2.0
Brc1cc(Br)c2ncnc(N3CCCCC3)c2c1 | -2.9 | -1.6 | -2.6 | 1.7 | 6.1 | 9.7 | -18.7 | 1.1 | -1.4

Random excerpt: four compounds from above, in no set order.
SMILES | M4 ag | M4 PAM | CHRM5 agonist | M5 antag | CHRM1 PAM | CHRM4 antagonist | CRFBP-R2 block | CHRM5 PAM | CRFBP-R2 agonist
CC(=O)c1cccc(NC(=O)c2cc(C)nn2-c2ccccc2)c1 | 2.4 | -6.0 | -3.2 | 1.3 | 10.3 | 0.9 | 10.2 | -1.6 | -0.6
CC(C)c1nnc(NC(=O)CCC(=O)NC2CCCCCCC2)s1 | 1.0 | 9.1 | 1.9 | -2.4 | 2.6 | -5.5 | -4.0 | -3.4 | 0.8
N/C(=N\c1nc2c(c(=O)[nH]1)CCC2)Nc1ccccc1C(F)(F)F | 0.5 | 4.1 | 0.7 | -0.5 | -0.3 | -3.1 | -36.0 | -1.2 | -1.2
CC(C)(CO)CNC(=O)CC1C(=O)NCCN1CC(c1ccccc1)c1ccccc1 (stereo not drawn) | 0.1 | -3.0 | -6.2 | 12.3 | 7.0 | 5.2 | 3.3 | 1.1 | -0.7
